Assay outcomes as filed in PubChem.
EBV gp42 block – inhibitors of Epstein-Barr virus glycoprotein 42; Q1HVG2; inhibition, % (tested at 21.74 µM); hit rate 0.42% among 220,000; Fluorescence polarization binding assay, mP read-out; in the data active = inhibition above about 50%
14-3-3 Bad inh – disrupts binding of bovine 14-3-3 zeta to phospho-Bad peptide; inhibition, % at 21.7 µM; TR-FRET 14-3-3zeta/Dy647-pBad peptide displacement, 1 h; hit rate 0.71% among 220,000; P63103;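 active = inhibition above about 70%, limit read from the data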;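 also: 0% = full 14-3-3 plus peptide FRET controls and 100% = background without 14-3-3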
Tb hexokinase – T. brucei hexokinase 1 inhibition; recombinant TbHK1, G6PDH-coupled NADH A340; inhibition, % at 10 µM; hit rate 0.11% among 220,000;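 active = inhibition of 50% or more in the single-dose primary screen; inactive = inhibition below 50%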
Runt-CBFb FRET – inhibitors of human RUNX1 Runt domain binding to CBFb. Q01196+Q13951. Cerulean-Runt/Venus-CBFb FRET ratio 530/480, 1 h. inhibition, % at 20 µM. hit rate 0.46% among 220,000;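 active = inhibition over about 50% at 20 µM in the single-dose screen, limit read from the data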;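 also: 0% = DMSO wells and 100% = excess unlabeled CBFb competitor control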
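Measured by: fluorescence energy transfer, 422 nm excitation, 530/480 nm emission; Assay system: Cerulean-Runt domain; Medium: Tris pH 7.5 buffer with BSA; Measure: loss of energy transfer signal; Controls: 5 µM unlabeled CBFb as full-inhibition high control; Incubation: protein complex preformed 1 h, compound exposure 1 h, room temperature, dark.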
MDM2 E3 inh – blocks human Mdm2 ubiquitin ligase activity | Q00987 | cell-based MDM2 ubiquitination luciferase reporter, 2 h; 0 = plate control, 100 = twice control, blank-subtracted | signal enhancement, % at 5 µM | hit rate 0.11% among 210,000;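 active = signal enhancement of 30% or more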;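 also: luminescence tracks abundance of the self-degrading MDM2-luciferase fusion protein; higher signal means inhibition of MDM2 E3 ligase activity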
Target sequence (Q00987 whole entry, looked up, the tested form may be a part): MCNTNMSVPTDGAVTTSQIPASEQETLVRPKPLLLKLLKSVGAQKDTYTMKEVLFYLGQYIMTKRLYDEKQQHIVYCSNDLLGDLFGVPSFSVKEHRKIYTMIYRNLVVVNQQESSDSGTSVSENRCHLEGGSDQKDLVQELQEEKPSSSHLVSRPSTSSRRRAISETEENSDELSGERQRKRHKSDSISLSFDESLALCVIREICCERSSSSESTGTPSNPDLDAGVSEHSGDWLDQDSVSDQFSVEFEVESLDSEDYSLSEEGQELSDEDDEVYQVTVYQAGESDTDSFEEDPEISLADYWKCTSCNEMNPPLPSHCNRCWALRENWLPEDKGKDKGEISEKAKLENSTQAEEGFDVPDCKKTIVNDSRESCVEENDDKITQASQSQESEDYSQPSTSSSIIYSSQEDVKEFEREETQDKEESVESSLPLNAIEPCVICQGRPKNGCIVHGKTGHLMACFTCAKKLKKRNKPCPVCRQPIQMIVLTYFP
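Buffer or medium: Cells held in DMEM | Assay system: Stable mammalian line carrying autodegrading MDM2–luciferase fusion reporter | Quantity: 2000 cells/well | Times: 4 h settle plus 2 h compound, 37 °C | Doses: One concentration, 5 µM, with 0.2% DMSO | Technique: Luminescence with SteadyLite reagent, 15 min at room temperature | Benchmarks: Plate controls and plate blanks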
Runt-SMMHC FRET – blocks binding of human RUNX1 Runt domain to CBFb-SMMHC; Q01196+Q13951; inhibition, % at 20 µM; AID 1434; Cerulean-Runt/Venus-CBFb-SMMHC FRET ratio 530/480, 1 h; hit rate 0.74% among 220,000;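 active = mean inhibition across duplicate retests at 20 µM reaching about 50%, limit read from the data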;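 also: 0% = DMSO wells and 100% = wells with excess untagged CBFb-SMMHC; inhibitors lower the FRET ratio by blocking Runt binding to CBFb-SMMHC; some results filed as inactive read as strong as hits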
Hck Nef HTS – blocks Nef-activated human Hck kinase | P08631 | Recombinant Hck-YEEI plus Nef, Z-Lyte FRET kinase assay | inhibition, % at 20 µM | hit rate 0.68% among 220,000;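 active = Hck-Nef kinase inhibition above about 50%, limit read from the data; inactive = inhibition below that limit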;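 also: 0% = DMSO with Hck plus Nef and 100% = Hck alone without Nef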
Target sequence (P08631 whole entry, looked up): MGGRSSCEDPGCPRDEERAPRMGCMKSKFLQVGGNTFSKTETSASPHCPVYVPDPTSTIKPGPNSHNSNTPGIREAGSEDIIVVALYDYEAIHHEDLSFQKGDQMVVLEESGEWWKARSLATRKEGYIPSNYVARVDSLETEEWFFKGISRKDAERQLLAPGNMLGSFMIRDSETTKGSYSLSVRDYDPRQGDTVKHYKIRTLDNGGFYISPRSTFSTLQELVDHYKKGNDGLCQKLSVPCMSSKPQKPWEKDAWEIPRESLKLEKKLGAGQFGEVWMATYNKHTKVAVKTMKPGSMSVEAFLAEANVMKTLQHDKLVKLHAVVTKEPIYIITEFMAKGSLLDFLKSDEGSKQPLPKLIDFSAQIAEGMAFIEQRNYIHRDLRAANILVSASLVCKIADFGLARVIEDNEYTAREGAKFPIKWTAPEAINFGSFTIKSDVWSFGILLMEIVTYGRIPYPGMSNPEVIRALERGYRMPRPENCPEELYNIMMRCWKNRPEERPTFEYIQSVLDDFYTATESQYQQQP
p47phox inh – inhibitors of human p47phox binding | P14598 | p47phox/p22phox peptide binding, fluorescence polarization, 2 h | inhibition, % at 24.7 µM | hit rate 0.53% among 220,000;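 active = inhibition above about 30%, limit read from the data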;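 also: 0% = p47phox with labelled peptide and 100% = labelled peptide alone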
L929 necroptosis – L929 zVAD cell death inhibition; L929 zVAD necroptosis rescue, ATP luminescence, 24 h; with zVAD 60 µM; viability rescue, % at 10 µM; hit rate 0.38% among 220,000; AID 1377;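 active = activation, scaled between plate controls, above about 75%, limit read from the data; inactive = activation under that limit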;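 also: 0% = zVAD with DMSO and 100% = DMSO alone without zVAD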
Starred values were filed as active, the others as inactive; x = no result given; [ ] = another dose, or the depositor's remark.

SMILES	EBV gp42 block	14-3-3 Bad inh	Tb hexokinase	Runt-CBFb FRET	MDM2 E3 inh	Runt-SMMHC FRET	Hck Nef HTS	p47phox inh	L929 necroptosis
C#CC1(NC(=O)NC(=O)c2c(F)cccc2F)CCCCC1	-8	-8	1	-3	-9	-6	4	-2	0.7
Cc1ccc2cc(C)c(SCC(=O)Nc3ccc(S(=O)(=O)N4CCCC4)cc3)nc2c1	-3	-20	-15	-1	x	1	23	-20	1.5
COc1cc(NC(=S)N2CCC(C(N)=O)CC2)cc(OC)c1	-10	3	-15	5	-5	11	0	-9	0.4
O=C(NC1CCN(S(=O)(=O)c2ccccc2)CC1)C1CCCCC1	-7	5	0	0	-3	2	8	-3	0.1
CN1/C(=C\C(=O)C[n+]2cccc(C(N)=O)c2)C(C)(C)c2ccccc21	-18	-4	-25	0	-14	-4	17	-43	-1.1
CN(CCCNC(=O)COc1cc(=O)n(C)c2ccccc12)Cc1ccccc1	-4	4	0	1	5	-33	1	1	0.0
Cc1csc(SC(C)C(=O)Nc2ccc3c(c2)OCCO3)n1 (configuration not stated)	-20	-6	-6	2	-6	-19	22	-5	0.3
CCOC(=O)N1CCN(C(=O)CSc2nnc(CNC(=O)c3ccccc3F)o2)CC1	-14	-3[fluorescence artefact?]	-5	0	-9	-3	7	-6	-0.4
CN(C)c1nc(N2CCN(c3ccc(F)cc3)CC2)c(C#N)c(=O)o1	-17	1	-2	3	2	-6	3	-12	0.4
CCCCC1CCC(C(=O)NC2CCS(=O)(=O)C2)CC1 (configuration not stated)	1	10	1	0	-5	-8	5	-12	0.6
Cc1ccc(-c2ccc(C(=O)NCc3ccccc3)o2)c2ccccc12	-4	0	1	28	x	13	2	-16	14
Cc1cc2c(=O)n(Cc3ccco3)c(SCC(=O)N3CCCc4ccccc43)nc2s1	-3	-10	1	21	-21	18	1	-40	-0.2
COc1cccc(C2CC(c3cccc(NS(C)(=O)=O)c3)=NN2C(=O)c2ccccc2)c1OC (configuration not stated)	-24	-6	-28	-3	-19	3	2	-106	0.4
COc1ccc(-n2c3c(cc(C(=O)NNc4ccccc4)c2=O)C(=O)CC(C)(C)C3)cc1	2	-23	-15	0	-5	2	24	-5	-0.8
COc1ccc2nc(SCC(N)=O)cc(C)c2c1	-5	6	-15	0	-11	2	-2	2	-0.2
CCCNS(=O)(=O)c1ccc(-n2cnnn2)c(OC)c1	-10	-6	-3	x	4	x	11	-6	0.3
COc1ccc(OC)c(CNC(=O)C2CCN(S(C)(=O)=O)CC2)c1	4	-3	-2	-1	3	0	15	-2	2.5
O=C(Nc1cccc(F)c1)N1CC=C(n2c(=O)[nH]c3ccccc32)CC1	-14	9	2	-5	1	-1	0	-11	-0.4
CC(C)CCN1CCN(Cc2nc3c(s2)CCCC3)CC1CCO (configuration not stated)	-8	-7	-1	0	-23	0	-2	-2	-0.7
CCCc1[nH]n(-c2ccc(F)cc2)c(=O)c1C=NCC1CCCO1 (configuration not stated)	-2	9	-8	-1	2	-2	7	-7	0.0
COC(=O)c1ccccc1NC(=O)CSc1ccc(C)cc1	-1	-8	0	-1	-2	1	5	-11	0.4
CCOC(=O)C1=C(CN2CCc3ccccc32)NC(=O)NC1c1ccc(Cl)cc1 (configuration not stated)	4	-15	9	-2	-15	-5	-2	-20	1.8
Cc1nnc(NC(=O)CSc2nnnn2Cc2ccccc2)s1	-22	4[fluorescence artefact?]	5	-2	-7	-1	5	-9	2.0
Cc1ccc(/C=C2\CCOC2=O)cc1	-11	-7	-11	0	-24	-9	8	-7	0.7
COc1ccc(N2CC(O)(c3ccc(F)cc3)[N+]3=C2CCCC3)cc1 (configuration not stated)	-11	-7	2	1	4	0	-1	2	-0.3
CC(=O)Nc1sc(NC(=O)c2ccc(Cl)cc2)nc1-c1cccs1	-7	-7	-11	7	-15	3	0	-10	-0.1
Cc1ccccc1Cn1nc(C)c(NC(=O)c2cc(CC(C)C)on2)c1C	-15	-2	-7	0	-10	3	17	-12	0.9
COc1ccc(CC(=O)OCC(=O)Nc2cccc(Cl)c2)cc1	9	-4	1	-1	-34	-1	17	-2	3.9
CCOCC(=O)Nc1cc(C(=O)Nc2ccccc2)ccc1Cl	-6	-6	3	x	-13	-1	2	4	0.1
Cc1ccc([N+](=O)[O-])cc1NC(=O)c1ccc(-c2ccccc2)cc1	-2	5[fluorescence artefact?]	-7	0	-6	1	2	-1	2.4
CS(=O)(=O)c1ccc(Cl)c(NC(=O)CCl)c1	1	1	-17	0	-18	-1	9	-6	4.9
Cc1cc(C)n(-c2nnc(SCC(=O)NC3CCCC3)c3ccccc23)n1	-20	5[fluorescence artefact?]	-5	-1	2	4	7	-4	0.0
Nc1ccc(S(=O)(=O)Nc2nccc(/C=C/c3ccc(Cl)cc3Cl)n2)cc1	-14	2	-31	-11	-8	-9	21	-4	-0.2
Cc1ccc(S(=O)(=O)N2CCC(C(=O)N[C@H](C(=O)N3CCN(C)CC3)C(C)C)CC2)cc1	-23	5[fluorescence artefact?]	1	-1	-21	3	0	-6	-0.2
O=C(CSc1nc(SCC(=O)NCc2ccccc2)n(-c2ccccc2)n1)NCc1ccccc1	-17	6	5	0	-19	-6	-2	-10	-0.8
COc1ccc(N=C2SC(C(=O)O)CC(=O)N2C)cc1 (configuration not stated)	-6	-4	9	-1	5	-1	4	3	0.0
COCC(=O)Nc1ccc(C)c(Cl)c1	-2	8	2	1	0	-4	-2	-9	-0.1
O=C(COC(=O)/C=C/c1ccccc1Cl)NCc1ccccc1	1	-1	-4	-5	-2	-3	-4	-8	x
COC(=O)c1cc(-c2c(C)oc3cc(OC(C)C)ccc3c2=O)c(C)o1	-10	-12	0	0	12	-1	-4	-3	-0.3
CCOc1ccc(OCCN2C(=O)NC3(CCCc4ccccc43)C2=O)cc1 (configuration not stated)	-10	-6[fluorescence artefact?]	-2	1	2	-2	2	1	3.8
COC(=O)c1ccc(-c2noc(CN3C[C@H]4CC[C@H]3C4)n2)cc1	1	-10	-4	0	6	-4	13	3	0.7
O=C(CN1C(=O)CC(c2ccccc2)=Nc2ccccc21)NCc1ccco1	-12	-5	-10	2	-4	1	1	-9	0.0
CS(=O)(=O)N(Cc1cc2ccccc2[nH]c1=O)C1CCCCC1	-20	5	26	-1	1	1	2	-6	0.1
CCN(CC)c1ccc(NC(=O)COC(=O)C23CCC(=O)N2c2ccccc2S3)cc1 (configuration not stated)	-30	1	-15	9	-19	-1	-2	4	-0.1
NC(N)=N/N=C/c1ccc(Cl)c([N+](=O)[O-])c1	-5	22	-11	1	-7	4	21	4	5.7
CCOCCCNc1ccc(N2C(=O)C3CCCCC3C2=O)cc1[N+](=O)[O-] (configuration not stated)	-8	-16	-1	-6	-4	-4	23	2	2.0
CCCCCC(=O)NC(=S)Nc1ccc(NC(=O)c2ccco2)cc1	-4	-11[fluorescence artefact?]	2	1	-9	3	12	8	2.1
Cc1nc(NC(=O)/C=C/c2ccc(C(C)(C)C)cc2)sc1C(=O)N(C)C	-11	-1[fluorescence artefact?]	29	-2	5	0	3	-12	1.3
CCC(=O)NCCn1c(C)cc2ccccc21	-1	-4	-7	-14	-9	-43	0	-6	0.4
CN1CCC(=NNC(=O)CN(c2cccc(Br)c2)S(C)(=O)=O)CC1	-16	4	11	0	-19	-1	17	12	0.0
N#CCc1nn(-c2ccccc2)c2ncnc(N)c12	-15	-3	-7	1	-5	-3	40	-6	0.3
CC(=O)c1cc(-c2ccccc2)n(CCC(=O)NC2CCCC2)c1C	-9	-9	-4	1	-10	-3	22	-9	1.4
COc1ccccc1C(=O)Nc1ccccc1C(=O)N1C(C)CCCC1C (configuration not stated)	-2	-2	2	1	3	0	-13	0	-0.8
CCc1cc(=O)oc2cc3occ(-c4ccc(OC)c(F)c4)c3cc12	1	94*	-1	-3	0	-5	58*	47*	-0.2
Clc1ccc2nnnc(-c3ccccc3)c2c1	-3	-4	8	-2	22	2	3	-4	0.2
CCn1cc(S(=O)(=O)N2CCN(Cc3ccc(F)cc3)CC2)cn1	-14	-16	-5	0	-38	2	-10	1	-0.3
CCOCCc1nnc(NC(=O)COC)s1	-14	-5	3	-1	3	0	0	5	-0.1
O=C(c1ccco1)N1CCN(C(=O)c2cc(-c3ccccc3)nc3ccccc23)CC1	6	-7	-5	x	-12	3	2	-4	-0.1
CCOC(=O)N1CCN(c2c(N3CCN(c4ccccc4OC)CC3)c(=O)c2=O)CC1	x	x	-8	-2	x	2	4	x	0.6
CC(C)=CCC(C)(C)/C=N/NC(N)=O	-3	0	-6	-1	x	1	28	-7	-0.8

Exported in markdown: part of the list above
| Structure | EBV gp42 block | 14-3-3 Bad inh | Tb hexokinase | Runt-CBFb FRET | MDM2 E3 inh | Runt-SMMHC FRET | Hck Nef HTS | p47phox inh | L929 necroptosis |
| --- | --- | --- | --- | --- | --- | --- | --- | --- | --- |
| Cc1nc(NC(=O)/C=C/c2ccc(C(C)(C)C)cc2)sc1C(=O)N(C)C | -11 | -1[fluorescence artefact?] | 29 | -2 | 5 | 0 | 3 | -12 | 1.3 |
| CCC(=O)NCCn1c(C)cc2ccccc21 | -1 | -4 | -7 | -14 | -9 | -43 | 0 | -6 | 0.4 |
| CN1CCC(=NNC(=O)CN(c2cccc(Br)c2)S(C)(=O)=O)CC1 | -16 | 4 | 11 | 0 | -19 | -1 | 17 | 12 | 0.0 |
| N#CCc1nn(-c2ccccc2)c2ncnc(N)c12 | -15 | -3 | -7 | 1 | -5 | -3 | 40 | -6 | 0.3 |
| CC(=O)c1cc(-c2ccccc2)n(CCC(=O)NC2CCCC2)c1C | -9 | -9 | -4 | 1 | -10 | -3 | 22 | -9 | 1.4 |
| COc1ccccc1C(=O)Nc1ccccc1C(=O)N1C(C)CCCC1C (configuration not stated) | -2 | -2 | 2 | 1 | 3 | 0 | -13 | 0 | -0.8 |
| CCc1cc(=O)oc2cc3occ(-c4ccc(OC)c(F)c4)c3cc12 | 1 | 94* | -1 | -3 | 0 | -5 | 58* | 47* | -0.2 |
| Clc1ccc2nnnc(-c3ccccc3)c2c1 | -3 | -4 | 8 | -2 | 22 | 2 | 3 | -4 | 0.2 |
| CCn1cc(S(=O)(=O)N2CCN(Cc3ccc(F)cc3)CC2)cn1 | -14 | -16 | -5 | 0 | -38 | 2 | -10 | 1 | -0.3 |
| CCOCCc1nnc(NC(=O)COC)s1 | -14 | -5 | 3 | -1 | 3 | 0 | 0 | 5 | -0.1 |
